# AmpC det inh: Promiscuous and Specific Inhibitors of AmpC Beta-Lactamase (assay with detergent) | P00811 | purified AmpC, nitrocefin hydrolysis with detergent | Potency, µM (titrated, usually from 28.7 µM), for the others: at the top dose activity change, negative = inhibition | actives 0.09% (n = 71,000) | AID 584, 2007; active means well fitted curve in the direction sought with a large enough effect
# Target sequence (P00811 whole entry, looked up): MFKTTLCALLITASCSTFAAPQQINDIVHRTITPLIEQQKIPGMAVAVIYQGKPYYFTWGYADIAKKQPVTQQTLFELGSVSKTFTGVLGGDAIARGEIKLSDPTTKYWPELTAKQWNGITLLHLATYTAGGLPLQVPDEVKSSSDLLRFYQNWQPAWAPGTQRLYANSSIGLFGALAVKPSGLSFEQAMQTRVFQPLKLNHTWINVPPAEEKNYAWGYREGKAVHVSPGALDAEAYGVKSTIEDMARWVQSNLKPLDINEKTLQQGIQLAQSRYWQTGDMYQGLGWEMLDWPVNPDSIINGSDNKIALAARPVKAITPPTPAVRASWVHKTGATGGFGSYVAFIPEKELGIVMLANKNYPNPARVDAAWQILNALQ
#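 E. coli AmpC (5.3 nM) in 20 mM phosphate pH 7.0 with 0.01% Triton X-100, preincubated 15 min RT with compound; nitrocefin (2 uL of 800 uM stock) hydrolysis followed by 480 nm absorbance every 20 s over 4 min.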
# * = called active by the depositor; [ ] = another dose, or the depositor's remark. On the % scale 0 is the no-effect control and ±100 the full control effect; potency means the concentration at half of the fitted maximal effect. Only part of the results is shown (hit frequency here may not be typical).
# The opening 2 records, to show the layout:
SMILES,AmpC det inh
O=C(CC1Nc2ccccc2NC1=O)NC1CCCCC1 (stereo not given),-1.3%
Cc1nc(NCCCn2ccnc2)c2oc3ccccc3c2n1,-4.3%

# Results, previewed entries included:
SMILES,AmpC det inh
O=C(CC1Nc2ccccc2NC1=O)NC1CCCCC1 (stereo not given),-1.3%
Cc1nc(NCCCn2ccnc2)c2oc3ccccc3c2n1,-4.3%
C[C@H]1CC[C@@]2(NC1)O[C@@H]1C[C@H]3[C@@H]4CC=C5C[C@@H](O)CC[C@]5(C)[C@@H]4CC[C@]3(C)[C@@H]1[C@@H]2C,-0.8%[12.8 µM]
CCOCCCNC(=O)C1CCN(S(=O)(=O)CC)CC1,19.8%
CS(=O)(=O)Nc1ccc([N+](=O)[O-])cc1Oc1ccccc1,-1.1%[12.8 µM]
CC(=O)Nc1cc2c(=O)n(Cc3ccccc3)c(C)nc2cc1N1CCOCC1,2.3%
O=S(=O)(O)[C@@H](c1ccccc1)[C@@H](O)c1ccccc1,-1.0%[5.75 µM]
Cc1ccc2cccc(OC(=O)c3ccc4c(c3)OCCO4)c2n1,-0.5%
Cc1cc(NC(=O)CCN2C(=O)c3ccccc3C2=O)no1,9.8%
COc1ccc(Oc2ncc3nc(-c4ccc(OC)cc4)c(=O)n(C4CC4)c3n2)cc1,-2.1%
Cc1nc2ncnn2c(C)c1CCC(=O)Nc1ccc(S(=O)(=O)N2CCCCCC2)cc1,2.2%
Cc1ccc2cc(CCNC(=O)C(C)C)c(=O)[nH]c2c1,7.7%
COc1ccc(CCNS(=O)(=O)c2ccc3c(c2)oc(=O)n3C)cc1OC,8.2%
CCOC(=O)c1c(NC(=O)c2ccoc2C)sc2c1CCC2,2.7%
Cc1nc(CSc2nnc3scc(-c4ccccc4)n23)cs1,-0.8%
O=C1C(Cl)=C(N2CCN(Cc3ccccc3)CC2)C(=O)N1c1ccccc1,-2.1%
COc1ccc(CNC(=O)c2ccc(NS(=O)(=O)c3c(C)noc3C)cc2)cc1,0.8%
CCOC(=O)N1CCC(NS(=O)(=O)c2ccc3c(c2)OCC(=O)N3)CC1,0.5%
Cc1c(NS(=O)(=O)c2cccs2)c(=O)n(-c2ccccc2)n1C,-5.0%
CC1CN(S(=O)(=O)c2ccc(Cl)c(C(F)(F)F)c2)CC(C)O1 (stereo not given),0.1%
COCC(=O)Nc1nc2n(n1)C(c1ccc(OC)cc1)CC(c1ccc(OC)cc1)N2 (stereo not given),0.8%
CN1C(=O)N(C)C2(c3ccccc3)N(C)C(=O)NC12c1ccccc1 (stereo not given),-2.1%
Cc1o[nH]c(=O)c1C[C@@H](N)C(=O)O,-1.3%
CCC(=O)N(c1ccc(F)cc1)C1C=CS(=O)(=O)C1 (stereo not given),0.7%
COc1ccc(CCn2c(N)c(C(=O)NCc3ccco3)c3nc4ccccc4nc32)cc1OC,-5.4%
Cn1c(=O)c2c(nc(N3CCOCC3)n2CC(=O)C23CC4CC(CC(C4)C2)C3)n(C)c1=O,9.7%
CN(C)C(=S)SSC(=S)N(C)C,16.8%
Cn1cnnc1SCc1ccccc1Br,-3.5%
CCOC(=O)CSc1nc2c(c(=O)n(C)c(=O)n2C)n1Cc1ccccc1F,1.6%
COCCNC(=O)C(c1ccco1)N(Cc1ccc(OC)cc1)C(=O)Cn1nnc2ccccc21 (stereo not given),6.5%
CC(C)Oc1snc(Cl)c1C(N)=O,1.7%
NC(=O)CSc1nnc(Cn2c(=O)sc3ccccc32)n1-c1cccc(Cl)c1,-1.5%
COc1ccc(S(=O)(=O)NC(CC(=O)NC2CCCC2)c2ccco2)cc1 (stereo not given),-6.0%
O=c1c2cnn(-c3ccccc3)c2ncn1Cc1ccccc1F,14.6%
C=CCn1c(Cc2c[nH]c3ccccc23)n[nH]c1=S,-0.9%
COc1ccc(-c2nc3cnc(N4CCN(C)CC4)nc3n(CCc3ccccc3)c2=O)cc1,-3.2%
COc1cccc(C2c3c(oc4ccccc4c3=O)C(=O)N2c2ccccn2)c1 (stereo not given),11.1%
Clc1cccc(Cl)c1-c1nnc2ccc(N3CCOCC3)nn12,-0.6%
Cc1cc(C)n2nc(NCc3ccccc3)nc2n1,-2.8%
CC(=O)c1cc2c(cc1NC(=O)C1CC=CCC1C(=O)O)OCO2 (stereo not given),-5.3%
Cn1c(SCc2nc3ccccc3[nH]2)nnc1-c1cnccn1,-0.8%
CS(=O)(=O)N(CC(=O)O)Cc1ccccc1,-5.5%[5.75 µM]
c1ccc2ccccc2c1,13.5%
CCOc1ccc(NC(=O)N2CCN(CC)CC2)cc1,11.4%
NC(=O)CSc1nnc(-c2ccncc2)n1-c1ccc(Cl)cc1,7.7%
CCn1c(SCC(=O)Nc2oc(-c3ccccc3)c(-c3ccccc3)c2C#N)nnc1-c1ccco1,-3.3%
Nc1nc(-c2ccc(Br)cc2)cs1,-1.9%
CC1CN(c2nc3c(c(=O)n(Cc4ccc(Cl)c(Cl)c4)c(=O)n3C)n2C)CC(C)O1 (stereo not given),-2.4%
Cc1ccc(CN2CCN(CC(=O)N3CCC(C(N)=O)CC3)C2=O)cc1,9.2%
COc1ccc(CCNC(=O)CN2C(=O)c3ccccc3S2(=O)=O)cc1OC,-6.3%
Cc1ccc(Cn2ccc(NC(=O)c3cc(-c4ccccc4)on3)n2)cc1,-0.5%
Cc1ccc2[nH]c(=O)c(CN(CCN3CCOCC3)C(=O)Nc3ccc(F)cc3)cc2c1,-3.9%
CC(/C=C/c1ccccc1)=N/O,-0.2%
COCCn1c(=O)c(-c2cc(F)cc(F)c2)nc2cnc(N3CCN(C)CC3)nc21,-0.5%
COc1ccc(N2CCN(C(=O)CSc3nnc4ncccn34)CC2)cc1,-4.0%
COc1ccc(N2CCN(Cc3nc(N)nc(N4CCCc5ccccc54)n3)CC2)cc1,-6.6%
CC1CCCCC1NC(=O)COC(=O)c1ccc(S(=O)(=O)N2CCOCC2)cc1 (stereo not given),-3.0%
C=CCn1c(SCC(=O)Nc2cc(C)nn2-c2ccccc2)nnc1C1CCCCC1,-2.4%
O=S(=O)(c1ccc2c(c1)oc1ccccc12)N1CCOCC1,-3.3%
CCNc1ncc2nc(CCc3ccccc3)c(=O)n(-c3ccccc3)c2n1,0.4%

# Next entries follow:
SMILES,AmpC det inh
COc1cc(OC)c(NC(=O)CCNC(=O)Cn2cnc3ccccc3c2=O)cc1Cl,0.7%
CCn1c(SCC(=O)NCCc2ccc(F)cc2)nnc1-c1cccs1,-0.4%
CCOC(=O)Cn1c(CN2CCc3ccccc3C2)nc2c1c(=O)n(C)c(=O)n2C,15.8%
CCOC(=O)c1ccc(N=c2sc(C(=O)OC)cc(=O)n2C2CC2)cc1,1.0%
CN(C)S(=O)(=O)c1ccc(C(=O)NCc2ccccc2)cc1,-1.4%
O=C(O)CSC1CC(=O)N(c2cccc(Cl)c2)C1=O (stereo not given),-2.5%
CCOc1ccccc1NC(=O)NC1CC2CCCC(C1)N2Cc1nnnn1CCc1ccccc1 (stereo not given),1.3%
c1ccc(-c2ccc(-c3nc(-c4cccnc4)no3)cc2)cc1,6.7%
O=C(c1cc(-c2ccncc2)nc2ccc(Cl)cc12)N1CCN(C(=O)C2CCCO2)CC1 (stereo not given),-5.7%
CSCC[C@H](NC(=O)NCCc1ccc(F)cc1)C(=O)O,0.3%
C=CCNc1ccc(F)c(F)c1N1CCCCCC1=O,-0.6%
O=C(NC1CCSC1=O)c1ccc(Cl)cc1 (stereo not given),-3.4%
COc1ccc(-n2c(=O)c3ccccc3n(CC(=O)NC3CCCCC3)c2=O)c(OC)c1,1.1%
COC(=O)C(O)(NC(=O)OCc1ccccc1)C(F)(F)F (stereo not given),1.7%
COc1cccc(C(=O)N(Cc2cc3cc(C)ccc3[nH]c2=O)C(C)C)c1,17.6%
c1ccc2c(SCc3cn4cccnc4n3)ncnc2c1,-1.7%
CC(=O)c1cccc(NC(=O)CCNS(=O)(=O)c2cccc(C(C)=O)c2)c1,-1.7%
O=C(CSc1nnc(Cc2ccccc2)o1)NCCN1C(=O)CSC1=O,-2.2%
Cn1nc(CC(=O)Nc2cccc3ncccc23)c2ccccc2c1=O,1.7%
O=C(CN1CCN(Cc2ccccc2)C1=O)NCc1ccc(Cl)cc1,-6.5%
CCCN1C(=O)c2cc(C(=O)NCCc3cccc(C)c3)ccc2C1O (stereo not given),17.0%
C=CCn1c(COc2cccc3ccc(C)nc23)nnc1SCC(=O)O,-6.1%
CSCCC1NC2(C(=O)Nc3c(C)cc(Cl)cc32)[C@@H]2C(=O)N(C3CCCC3)C(=O)[C@H]12 (stereo not given in full),-2.5%
Cc1cccc(CSc2nncc(=O)[nH]2)c1,-0.6%
CCOC(=O)c1ccc(N2C(=O)c3n[nH]c(C)c3C2c2ccco2)cc1 (stereo not given),-2.5%
Nc1cc(-c2ccc(Br)cc2)[nH]n1,6.5%
COc1ncc2nc(C)c(=O)n(CCc3ccccc3)c2n1,-2.5%
CC1CCCCC1NC(=O)CCn1c(=O)oc2ccccc21 (stereo not given),-3.4%
CC(Sc1ccc2c(c1)OCCO2)C(=O)Nc1ccc2c(c1)OCO2 (stereo not given),11.1%
O=S(=O)(c1ccccc1)c1nc(-c2ccco2)oc1N1CCCCCC1,-0.8%
CN(C(=O)COC(=O)C1c2ccccc2Oc2ccccc21)C1CCS(=O)(=O)C1 (stereo not given),0.8%
COc1ccc(Nc2ccnc3ccccc23)cc1,-2.3%
CCOC(=O)c1cccc(NS(=O)(=O)c2cnc[nH]2)c1,-6.2%
Cc1ccc2nsnc2c1NS(=O)(=O)c1c(C)ccc2nsnc12,-5.3%
CCOC(=O)N1CCN(Cc2nc(-c3ccc(OC)cc3)no2)CC1,-4.8%
Cc1c(N=Cc2ccc[nH]2)c(=O)n(-c2ccccc2)n1C,0.1%
CC(C)C(=O)Nc1ccc(NC(=O)c2ccccn2)cn1,-3.8%
S=c1[nH]nc(Cc2c[nH]c3ccccc23)o1,-2.8%
CCC(=O)N1CCc2cc(S(=O)(=O)NCCC(=O)NC3CCCc4ccccc43)ccc21 (stereo not given),-6.1%
Cc1ccc(-n2ncc(C#N)c2/N=C/N2CCN(C)CC2)cc1,-6.0%
COc1ccccc1NC(=O)C1CCN(c2ncccn2)CC1,10.3%
Cc1ccc(C)c(S(=O)(=O)Nc2ccc(O)cc2)c1,-0.8%
Cc1ccc2c(c1)nnn2C1CCN(S(=O)(=O)c2ccc(C(=O)N(C)C)cc2)CC1,3.9%
CCn1c(N2CCC(Cc3ccccc3)CC2)nc2c1c(=O)[nH]c(=O)n2C,-2.2%
COCc1cc(=O)n2c(-c3ccc(C)cc3)n[nH]c2n1,11.5%
Cc1ccc(OC(=O)C(F)(F)F)c2c1NCCC2,4.9%
CCOc1ccccc1NC(=O)c1ccccc1NS(C)(=O)=O,11.7%
CCOc1ccc(Cl)cc1S(=O)(=O)n1cnc2ccccc21,-0.4%
c1ccc(CN2CCC3(CCNCC3)CC2)cc1,-1.6%
C[C@]12C/C(=C/O)C(=O)C[C@@H]1CC[C@@H]1[C@@H]2CC[C@@]2(C)[C@H]1CC[C@]2(C)O,7.0%
O=C(c1ccc(C(F)(F)F)cc1)N1CCCCC1,-1.4%
Cc1nc2ccc(Cl)cc2nc(C)/c1=N\O,0.9%
CNS(=O)(=O)c1cc(OC)ccc1OC,-5.4%
O=C(COc1ccc(Cl)cc1Cl)Nc1noc2ccccc12,-2.6%
O=C(NCc1ccccc1)C1CCN(S(=O)(=O)N2CCOCC2)CC1,-2.0%
COc1ccc(C2C3=C(CC(C)(C)CC3=O)Nc3c2c(=O)[nH]c(=O)n3Cc2ccccc2)cc1 (stereo not given),-1.9%
Cc1noc(C)c1C(=O)N1CCC2(CC1)CN(c1ccccn1)C2,2.1%
CCOC(=O)N1CCC(n2c(SCC(=O)NCc3ccco3)nc3ccsc3c2=O)CC1,-3.6%
CCN(CC)CCCOc1nc(C)nc2c1oc1ccccc12,-2.8%
CCCCN1C(=O)NC(NC(C)=O)(C(F)(F)F)C1=O (stereo not given),-2.1%

# Following part
SMILES,AmpC det inh
COCCNC(=O)COC(=O)CSCc1nc2ccccc2s1,-2.0%
O=C(c1cc(-c2ccncc2)nc2ccccc12)N1CCN(c2ccccn2)CC1,-2.9%
CCN(C(=O)COC(=O)c1cccnc1SC)C1CCS(=O)(=O)C1 (stereo not given),-4.2%
COC(=O)[C@@H](NC(=O)N1CCN(c2cccc(C(F)(F)F)c2)CC1)C(C)C,-8.2%
O=C1NCCCN1Cc1ccc(F)cc1Cl,17.0%
Cc1cc(C)n(-c2cc(N3CCOCC3)ncn2)n1,12.2%
CC1(C)CC(=O)C(Sc2nnc(-c3ccc(O)cc3)n2CC2CCCO2)C(=O)C1 (stereo not given),-16.6%
Cc1nnc2sc(-c3cc4ccccc4o3)nn12,15.3%

# Ordered by molecular weight (rising): part of the list above
SMILES,AmpC det inh
CNS(=O)(=O)c1cc(OC)ccc1OC,-5.4%
Cc1nc2ccc(Cl)cc2nc(C)/c1=N\O,0.9%
Cc1nnc2sc(-c3cc4ccccc4o3)nn12,15.3%
O=C(c1ccc(C(F)(F)F)cc1)N1CCCCC1,-1.4%
CCCCN1C(=O)NC(NC(C)=O)(C(F)(F)F)C1=O (stereo not given),-2.1%
CCN(CC)CCCOc1nc(C)nc2c1oc1ccccc12,-2.8%
Cc1noc(C)c1C(=O)N1CCC2(CC1)CN(c1ccccn1)C2,2.1%
C[C@]12C/C(=C/O)C(=O)C[C@@H]1CC[C@@H]1[C@@H]2CC[C@@]2(C)[C@H]1CC[C@]2(C)O,7.0%
O=C(COc1ccc(Cl)cc1Cl)Nc1noc2ccccc12,-2.6%
COCCNC(=O)COC(=O)CSCc1nc2ccccc2s1,-2.0%
O=C(NCc1ccccc1)C1CCN(S(=O)(=O)N2CCOCC2)CC1,-2.0%
CCN(C(=O)COC(=O)c1cccnc1SC)C1CCS(=O)(=O)C1 (stereo not given),-4.2%
COC(=O)[C@@H](NC(=O)N1CCN(c2cccc(C(F)(F)F)c2)CC1)C(C)C,-8.2%
O=C(c1cc(-c2ccncc2)nc2ccccc12)N1CCN(c2ccccn2)CC1,-2.9%
CC1(C)CC(=O)C(Sc2nnc(-c3ccc(O)cc3)n2CC2CCCO2)C(=O)C1 (stereo not given),-16.6%
CCOC(=O)N1CCC(n2c(SCC(=O)NCc3ccco3)nc3ccsc3c2=O)CC1,-3.6%

# Screening results as filed in PubChem BioAssay.
